Source: PubChem (several laboratories)
phage Ecoli inh: E. coli growth loss with phage present; inhibition, % at 11.9 µM; actives 0.26% (n = 360,000); growth absorbance; in the data active means inhibition above about 11%
Ecoli viability: counter-screen for AddAB inhibitors: E. coli growth inhibition; E. coli V3065 growth, OD600 absorbance, 18 h; actives 0.27% (n = 330,000); inhibition, % at 11.9 µM;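 active means inhibition above the campaign's mean inhibition across all tested compounds plus 3 SD, cut at about 9.9% in these data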;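 further: uninfected addAB+ strain grown without phage in ampicillin broth; 0% = DMSO wells and 100% = ciprofloxacin 0.95 µg/ml wells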
Wnt bcat act: Wnt/beta-catenin pathway activation; Wnt/beta-catenin reporter cell assay, activator, plate reader; activation, % at 9.35 µM; actives 1.2% (n = 300,000); in the data active means activation above about 30%, passing the limit was not always enough;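 further: 0% = neutral control wells and 100% = positive control wells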
Rtt109 HAT inh: inhibitors of Candida albicans Rtt109/Vps75 histone acetyltransferase; Q5AAJ8; purified Rtt109/Vps75, ThioGlo CoA-SH fluorescence, 4 h; AID 540336; inhibition, % at 34.9 µM; actives 0.16% (n = 330,000);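 active means inhibition of at least 50% in every replicate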
AddAB inh: less growth of phage-infected E. coli with AddAB. E. coli expressing H. pylori AddAB, absorbance growth. inhibition, % at 11.9 µM. actives 0.29% (n = 330,000); in the data active means inhibition above about 12%;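 further: 0% = vehicle wells of infected cells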
PfHsp90 yeast 2: inhibits growth of yeast expressing Plasmodium falciparum Hsp90 | S. cerevisiae expressing PfHsp90, BacTiter-Glo ATP, 48 h; yeast lacking PDR1 and PDR3 efflux regulators | actives 0.32% (n = 310,000) | inhibition, % at 9.4 µM;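 active means every replicate shows inhibition above about 80%, whatever the replicate mean, limit read from the data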;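 further: 0% = DMSO neutral controls and 100% = 20 µM radicicol positive controls; yeast relying on Plasmodium falciparum Hsp90 in place of its own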
Tat transport: E. coli Tat transport inhibition | E. coli MC4100 TorA-mCherry Tat export, fluorescence | inhibition, % at 10 µM | actives 0.036% (n = 340,000);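 active means mean replicate inhibition at least 50% and at least half of replicates individually reaching 50%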;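 further: exported cargo escapes ClpAP degradation while cytoplasmic cargo is degraded and loses fluorescence; 0% = median of neutral control wells and 100% = median of NaSCN control wells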
DAGLB inhibitor: diacylglycerol lipase beta (human) inhibition; Q8NCG7; inhibition, % at 5.17 µM; actives 0.059% (n = 340,000); HEK293T DAGLB membrane lysate, EnzChek fluorogenic substrate; AID 504411; in the data active means inhibition above about 34%;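 further: 0% = enzyme with vehicle and 100% = wells lacking enzyme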
Target sequence (Q8NCG7 whole entry, looked up): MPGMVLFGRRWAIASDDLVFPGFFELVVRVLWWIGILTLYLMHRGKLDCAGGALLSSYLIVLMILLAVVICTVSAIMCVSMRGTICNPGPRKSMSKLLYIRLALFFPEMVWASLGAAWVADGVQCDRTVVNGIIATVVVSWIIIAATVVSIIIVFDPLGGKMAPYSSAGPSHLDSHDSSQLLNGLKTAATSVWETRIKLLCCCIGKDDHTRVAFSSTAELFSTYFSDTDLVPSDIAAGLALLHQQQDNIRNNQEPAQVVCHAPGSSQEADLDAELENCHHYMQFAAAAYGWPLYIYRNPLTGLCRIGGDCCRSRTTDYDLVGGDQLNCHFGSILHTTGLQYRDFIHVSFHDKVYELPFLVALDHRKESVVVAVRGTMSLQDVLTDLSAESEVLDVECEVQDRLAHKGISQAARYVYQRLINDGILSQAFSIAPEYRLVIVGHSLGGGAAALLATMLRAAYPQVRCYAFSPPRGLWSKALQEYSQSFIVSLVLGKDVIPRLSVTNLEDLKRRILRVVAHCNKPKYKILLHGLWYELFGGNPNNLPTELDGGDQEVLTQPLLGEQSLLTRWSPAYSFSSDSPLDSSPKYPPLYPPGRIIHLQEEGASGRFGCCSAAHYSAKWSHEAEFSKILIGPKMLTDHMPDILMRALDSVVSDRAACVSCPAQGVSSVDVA
CAL PDZ FP: inhibitors of human CAL PDZ peptide binding; Q9HD26; purified CAL PDZ, TMR-peptide fluorescence polarization, 1 h; inhibition, % at 20 µM; actives 0.02% (n = 330,000); AID 504414;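 active means highest replicate inhibition of at least 40%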;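 further: plate controls were DMSO neutral control wells for no effect and unlabeled competitor peptide control wells for full effect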
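Read-out basis: mP drop reported as inhibition | Assay system: Tagged CAL PDZ protein CerCALP, purified | Benchmarks: Unlabelled peptide for full inhibition, DMSO wells as neutral | Schedule: 1 h incubation at room temperature before polarization reading | Buffer or medium: Sodium phosphate/NaCl buffer pH 7.4 with TCEP, IgG, Thesit | Doses: Single point, 20 µM | Measured by: Fluorescence polarization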
PvdQ inh: blocks Pseudomonas aeruginosa PvdQ acylase activity | purified PvdQ acylase, fluorescence plate reader | inhibition, % at 10 µM | actives 0.063% (n = 340,000) | AID 488965; in the data active means inhibition above about 30%, passing the limit was not always enough;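 further: 0% = vehicle neutral wells and 100% = reference inhibitor wells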
* hit, by the source's call; . = no result given.

SMILES	phage Ecoli inh	Ecoli viability	Wnt bcat act	Rtt109 HAT inh	AddAB inh	PfHsp90 yeast 2	Tat transport	DAGLB inhibitor	CAL PDZ FP	PvdQ inh
C/C(=C\C(=O)c1ccc(Br)cc1)NNC(=O)c1ccc(O)cc1	-1.6	-1.4	4	7	1.7	0	-10	2	-0.7	0
CC(=O)C1=C(O)C(=O)N(CCC(=O)O)C1c1cccc(F)c1 (stereo unspecified)	-1.5	-1.6	.	.	3.6	13	7	0	-2.8	10
CCc1cc[n+](CC(=O)Nc2ccc(Cl)cc2Cl)cc1	4.0	0.1	-2	0	2.4	8	6	-2	-0.9	6
N#Cc1c(-c2ccccc2)ccn(Cc2cccc(Cl)c2)c1=O	15*	16*	1	-18	21*	-26	-4	-4	-2.2	-6
COc1ccc(NC(=O)COc2nsnc2N2CCOCC2)c(OC)c1	3.0	0.1	1	.	1.1	6	5	-6	-3.0	2
CCOC(=O)N1CCN(C(=O)c2cn(CC)c3ccc(S(=O)(=O)N(C)C4CCCCC4)cc3c2=O)CC1	2.6	-0.8	0	9	1.5	-15	-8	3	-1.1	10
CCOc1cccc(CN2CCN(CCCc3ccccc3)C(CCO)C2)c1O (stereo unspecified)	0.5	-1.0	1	3	0.7	-12	-3	1	0.6	-11
O=C(NCC1COc2ccccc2O1)c1ccc(Cl)c(S(=O)(=O)N2CCCC2)c1 (stereo unspecified)	1.8	1.6	-1	6	2.2	-1	15	-6	-3.1	-19
COC(=O)C1=C(O)/C(=C\c2cc(C)n(-c3ccccc3F)c2C)N=C1C	1.5	-0.7	-1	-18	2.6	16	-4	1	1.0	-9
CC(C)c1ccc(N(C(=O)c2cc3ccccc3oc2=O)C2C=CS(=O)(=O)C2)cc1 (stereo unspecified)	2.4	0.1	-3	1	1.6	-7	1	1	-2.5	-6
Cc1cccc(CCNC(=O)C2CCCN(S(=O)(=O)c3cnc[nH]3)C2)c1 (stereo unspecified)	2.3	0.9	-6	-12	1.7	8	4	2	-1.0	-20
Cn1c(=O)c2c(nc(Sc3ccccc3N)n2C)n(C)c1=O	-0.6	-0.8	4	-1	3.0	-1	-6	0	-0.8	-18
Cc1ccc(Cl)cc1N(CC(=O)NC(C)c1ccccc1)S(C)(=O)=O (stereo unspecified)	-0.5	.	0	-1	.	-18	0	-4	-1.0	-15
CCn1cc(C(=O)N2CCN(c3ccccn3)CC2)c2cc(OC)c(OC)cc2c1=O	2.3	-0.3	-1	-1	1.9	10	-6	1	0.0	-21
CCCOc1ccc(N2CC(C(=O)Nc3ncccc3C)CC2=O)cc1 (stereo unspecified)	3.1	-1.7	.	5	0.8	-22	-3	-1	.	-7
Cc1cc(C)nc(Sc2c(C)nn(-c3ccccc3)c2C)n1	-0.2	-2.8	.	4	0.6	0	4	-4	-1.5	-14
Cn1nc(C(F)(F)F)c(C#N)c1N1CCN(c2ccccc2)CC1	2.3	0.9	.	2	-0.8	3	-3	-4	-0.7	-2
COc1cccc(NC(=O)c2nnn(CCc3ccccc3)c2N)c1	1.8	-0.9	18	6	4.3	-6	5	-3	-1.2	-4
Cc1ccc(OCCOc2ccc(Cl)cc2Cl)c([N+](=O)[O-])n1	4.7	-1.2	16	5	0.2	10	-2	-7	-1.7	-14
COC(=O)C1=C(C)OC(N)=C(C#N)C1c1ccc(OC)c(CSc2ccccn2)c1 (stereo unspecified)	3.5	0.0	.	3	1.6	.	2	0	-2.8	1
C[C@H](CO)N1C[C@H](C)[C@@H](CN(C)S(C)(=O)=O)Oc2ccc(N(C)C)cc2C1=O	-1.0	0.1	-1	-4	-0.9	4	-4	-2	-0.6	-12
Cc1ccc(Cn2c(SCCN3CCCCC3)nc3c2c(=O)n(C)c(=O)n3C)cc1	3.7	-2.0	.	-2	0.6	13	-3	-3	-1.8	6
Cc1cc(-n2c(C)cc(C(=O)COC(=O)CN=C3NS(=O)(=O)c4ccccc43)c2C)no1	2.6	-0.1	.	-1	-0.6	-2	-4	1	-1.8	10
O=C(SCC(O)C(O)CS)c1cccs1 (stereo unspecified)	2.5	0.3	-1	-62	2.6	-9	0	-2	-0.3	-6
COc1cccc(NC(=O)CCc2nnc3ccc(NCc4ccco4)nn23)c1	-1.4	-1.2	1	2	-0.2	-8	-4	2	-0.5	-1
Cc1ccc(C)c(S(=O)(=O)N2CCCCC2CCNC(=O)C(=O)NCc2ccco2)c1 (stereo unspecified)	2.7	-0.7	-1	0	-2.2	.	1	0	-2.4	-9
COC(=O)C1C(c2ccccc2)C(C(=O)OCc2ccco2)C1c1ccccc1 (stereo unspecified)	.	-2.0	-3	0	1.3	14	7	-19	-2.2	-5
COc1ccc(C2CC(c3ccccc3)=NN2c2ccc(/C=N/NC(=O)c3ccncc3)cc2)cc1 (stereo unspecified)	1.4	-2.5	3	0	1.0	-21	13	-2	-2.1	-6
O=C(COC(=O)c1ccc(NS(=O)(=O)c2ccc(F)c(F)c2)cc1)NCC1CCCO1 (stereo unspecified)	4.5	-1.6	0	0	2.0	44	-4	0	0.2	-5
O=c1oc2ccccc2cc1-c1ccccc1	3.5	-2.0	9	10	-0.8	-7	0	-6	-1.4	8

A few values from the results shown.
Result for `Cc1cc(C)nc(Sc2c(C)nn(-c3ccccc3)c2C)n1` under AddAB inh: 0.6
Result for `Cc1ccc(OCCOc2ccc(Cl)cc2Cl)c([N+](=O)[O-])n1` under CAL PDZ FP: -1.7
Result for `Cc1cc(-n2c(C)cc(C(=O)COC(=O)CN=C3NS(=O)(=O)c4ccccc43)c2C)no1` under Tat transport: -4
Result for `C[C@H](CO)N1C[C@H](C)[C@@H](CN(C)S(C)(=O)=O)Oc2ccc(N(C)C)cc2C1=O` under AddAB inh: -0.9
Result for `COc1cccc(NC(=O)CCc2nnc3ccc(NCc4ccco4)nn23)c1` under Wnt bcat act: 1
Result for `O=C(COC(=O)c1ccc(NS(=O)(=O)c2ccc(F)c(F)c2)cc1)NCC1CCCO1` (stereo unspecified) under DAGLB inhibitor: 0

Some of these compounds in order of their number in DAGLB inhibitor, descending.
structure | DAGLB inhibitor
COc1cccc(NC(=O)CCc2nnc3ccc(NCc4ccco4)nn23)c1 | 2
O=C(COC(=O)c1ccc(NS(=O)(=O)c2ccc(F)c(F)c2)cc1)NCC1CCCO1 (stereo unspecified) | 0
O=C(SCC(O)C(O)CS)c1cccs1 (stereo unspecified) | -2
Cc1ccc(Cn2c(SCCN3CCCCC3)nc3c2c(=O)n(C)c(=O)n3C)cc1 | -3
Cn1nc(C(F)(F)F)c(C#N)c1N1CCN(c2ccccc2)CC1 | -4

More records:
SMILES	phage Ecoli inh	Ecoli viability	Wnt bcat act	Rtt109 HAT inh	AddAB inh	PfHsp90 yeast 2	Tat transport	DAGLB inhibitor	CAL PDZ FP	PvdQ inh
Cc1cccc(C)c1NCc1nnc(SCC(=O)Nc2nc(-c3ccccc3)cs2)n1-c1ccccc1	1.3	-0.9	1	-3	5.3	-28	-4	0	0.1	-5
O=[N+]([O-])c1ccc(/C=N/Nc2ccccn2)cc1	0.5	-3.4	6	2	-1.0	3	-4	-1	-1.1	18
NC(=O)CSc1nc(C2CC2)nc2sc3c(c12)CCCC3	3.4	0.3	-1	0	5.1	11	9	-2	0.6	1
CC(OC(=O)c1snc(C(=O)NC2CCCCC2)c1N)C(=O)NC1CCCCC1 (stereo unspecified)	-0.6	-1.1	-11	22	5.4	-1	-1	-2	-3.0	6
Cc1ccccc1N=C1NC(=O)C(CO)(CO)S1	1.1	.	0	.	.	10	6	-3	0.2	-1
CC(C)(C)n1nnnc1C(c1ccc(C(F)(F)F)cc1)N(Cc1ccccc1)Cc1ccco1 (stereo unspecified)	1.9	-0.9	.	-3	0.0	-3	8	-18	-0.1	-12
CC1CN(C(=O)CCNC(=O)c2ccccc2Cl)CC(C)O1 (stereo unspecified)	1.9	2.1	3	11	3.9	-7	14	2	1.1	9
COc1cc(CN2CCN(CCc3ccccc3)C(CCO)C2)cc(OC)c1 (stereo unspecified)	1.2	0.4	0	-1	-1.9	-12	2	0	-0.8	-7
CCOc1ccc(S(=O)(=O)N(CC)CC(=O)N2CCCC2)cc1	2.2	-0.1	-1	3	3.1	-19	5	-1	0.6	-7
CCCNC(=O)C(NS(=O)(=O)c1ccc2c(c1)c(=O)n(C)c(=O)n2C)c1ccccc1 (stereo unspecified)	3.8	-1.1	16	0	-4.4	-10	-7	1	-0.9	1
C#CC1(NC(=O)N(C)C)CCCCC1	5.0	-0.1	-2	10	-0.2	-2	-5	-2	-0.3	7
CCN(C/C=C/c1ccccc1OC)Cc1ccccc1	4.2	1.4	7	-3	5.0	-8	-3	-4	-2.4	2
Cc1cccc(C)c1NC(=O)C(NS(=O)(=O)c1cccs1)c1ccccc1 (stereo unspecified)	0.3	-0.6	-1	-5	-0.2	6	3	2	-0.2	0
CN(C(=O)CSc1nncn1-c1ccccc1)C1CCS(=O)(=O)C1 (stereo unspecified)	3.8	-0.7	2	0	4.7	.	-4	-5	-0.8	6
COc1ccc(Cl)cc1NC(=O)C(C)OC(=O)C1=NNC(=O)CC1 (stereo unspecified)	-0.9	2.5	2	3	1.9	-28	-3	0	0.3	8

One compound at a time (already shown).
COC(=O)C1=C(O)/C(=C\c2cc(C)n(-c3ccccc3F)c2C)N=C1C is entered as phage Ecoli inh = 1.5; Ecoli viability = -0.7; Wnt bcat act = -1; Rtt109 HAT inh = -18; AddAB inh = 2.6; PfHsp90 yeast 2 = 16; Tat transport = -4; DAGLB inhibitor = 1; CAL PDZ FP = 1.0; PvdQ inh = -9
CCCOc1ccc(N2CC(C(=O)Nc3ncccc3C)CC2=O)cc1 (stereo unspecified) is entered as phage Ecoli inh = 3.1; Ecoli viability = -1.7; Wnt bcat act = .; Rtt109 HAT inh = 5; AddAB inh = 0.8; PfHsp90 yeast 2 = -22; Tat transport = -3; DAGLB inhibitor = -1; CAL PDZ FP = .; PvdQ inh = -7
